Scp-1 inhibitor: Scp-1 phosphatase inhibitors, primary screen, biochemical, colorimetric, uHTS. Carboxy-terminal domain RNA polymerase II polypeptide A small phosphatase 1 (Homo …. Recombinant Scp1, phosphopeptide, malachite green phosphate absorbance. inhibition, % at 20 µM. 340,000 compounds, 0.88% hits. AID 493091, 2011;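 active = inhibition above about 50% at 20 µM, limit read from the data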;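 also: plate controls were DMSO wells with enzyme for no effect and wells lacking enzyme for full effect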
Target sequence (Q9GZU7 76-261 limits assumed): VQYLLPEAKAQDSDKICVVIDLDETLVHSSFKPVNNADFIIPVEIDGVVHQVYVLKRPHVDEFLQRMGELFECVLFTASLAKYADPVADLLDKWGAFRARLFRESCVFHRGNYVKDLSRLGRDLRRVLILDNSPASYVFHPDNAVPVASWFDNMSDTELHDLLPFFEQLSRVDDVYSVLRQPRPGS
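Test system: SCP-1 phosphatase catalytic domain, residues 76-261 | Compound dosing: One concentration, 20 µM, with 1.0% DMSO | Schedule: 45 min room-temperature reaction, 5 min colour, 30 min stabiliser | Detection: Absorbance at 630 nm | Read-out basis: % inhibition of SCP-1 phosphate liberation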
MsrA inh: bovine MsrA enzyme inhibitors, primary screen, biochemical, absorbance, HTS | Methionine sulfoxide reductase A (Bos taurus) | purified bovine MsrA, absorbance read-out | inhibition, % at 15.5 µM | 360,000 compounds, 0.75% hits | AID 651718, 2012; in the data active = inhibition above about 4.5%;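 also: 0% = vehicle wells with enzyme and 100% = reference inhibitor wells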
CSN deneddyl inh: inhibitors of CSN-mediated cullin deneddylation, primary screen, biochemical, fluorescence polarization, uHTS; COP9 signalosome complex subunit 5 (Homo sapiens), Q92905; Purified CSN, SCF-Nedd8-OG deneddylation; inhibition, % at 12.5 µM; 360,000 compounds, 0.38% hits; AID 651999, 2013;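 active = pattern-corrected inhibition above about 35%, with an unprinted fluorescence ratio check between 0.5 and 1.5, limit read from the data, passing the limit was not always enough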;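 also: 0% = enzyme with substrate and 100% = substrate without enzyme; some results filed as inactive read as strong as hits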
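Schedule: reaction 90 min, room temperature / Assay system: HEK293T-derived human Csn5 enzyme / Input: Csn5 at 0.24 nM final / Measure: inhibition of Csn5 cleavage, % / Control set: substrate-only high control, full reaction low control / Technique: fluorescence polarization of the substrate / Buffer or medium: Tris/NaCl/DTT buffer, pH 7.5 / Reagent: SCFSkp2-Nedd8OG substrate at 10 nM final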
SUMO1-SIM PPI: modulators of SUMO1 protein-protein interactions, primary screen, biochemical, uHTS; 360,000 compounds, 0.33% hits; inhibition, % at 20 µM; SUMO1 binding to a labelled peptide, TR-FRET, 1 h; AID 602429, 2012; Small ubiquitin-related modifier 1 (Homo sapiens), P63165; in the data active = inhibition above about 37%
Target sequence (P63165 whole entry, looked up): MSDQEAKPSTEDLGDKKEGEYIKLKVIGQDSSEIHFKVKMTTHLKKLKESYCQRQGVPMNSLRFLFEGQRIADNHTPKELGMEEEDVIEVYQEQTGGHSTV
TbMetRS inhib: T. brucei MetRS inhibitors, primary screen, biochemical, luminescence; purified T. brucei MetRS, ATP depletion, Kinase-Glo luminescence; inhibition, % at 11.9 µM; 360,000 compounds, 0.4% hits;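 active = inhibition above a per-plate cutoff of the control wells' mean inhibition plus 3 SD, cut at about 5.5% in these data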;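 also: 0% = DMSO wells median and 100% = median of wells with control inhibitor compound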
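Dosing: 11.9 µM compound single dose, 0.9% DMSO; Assay system: purified T. brucei MetRS enzyme; Measured by: Kinase-Glo luciferase luminescence reporting remaining unconsumed ATP; Schedule: 15 min plus 2 h at 25 °C.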
LMPTP inh: LMPTP phosphatase inhibitors, primary screen, biochemical, fluorescence intensity, uHTS. Low molecular weight phosphotyrosine protein phosphatase (Homo sapiens), P24666. recombinant LMPTP-A, OMFP fluorogenic substrate. inhibition, % at 20 µM. 360,000 compounds, 0.22% hits;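 active = compounds that cut the enzyme signal by at least half of the control window in the single-dose screen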;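 also: plate controls were DMSO wells with enzyme plus substrate for no effect and substrate without enzyme for full effect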
Target sequence (P24666 whole entry, looked up): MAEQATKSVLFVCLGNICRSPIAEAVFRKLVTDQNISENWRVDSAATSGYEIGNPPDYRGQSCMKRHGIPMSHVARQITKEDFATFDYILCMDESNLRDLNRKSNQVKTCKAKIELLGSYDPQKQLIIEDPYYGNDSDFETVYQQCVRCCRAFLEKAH
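Test system: LMPTP-A, protein tyrosine phosphatase of low molecular weight; Input: 0.625 nM enzyme; Incubation: 50 min dark incubation at room temperature; Signal: endpoint fluorescence intensity from OMFP dephosphorylation; Read-out basis: % inhibition versus control wells.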
STEP block: STEP phosphatase inhibitors, primary screen, biochemical, fluorescence intensity, uHTS. Tyrosine-protein phosphatase non-receptor type 5 (Homo sapiens), P54829. recombinant STEP, OMFP fluorogenic substrate. inhibition, % at 20 µM. 360,000 compounds, 0.25% hits. AID 588621, 2011;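 active = inhibition at 20 µM, scaled per plate between control wells, above about 37%, limit read from the data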;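 also: 0% = DMSO with enzyme and substrate and 100% = substrate only without enzyme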
Target sequence (P54829 whole entry, looked up): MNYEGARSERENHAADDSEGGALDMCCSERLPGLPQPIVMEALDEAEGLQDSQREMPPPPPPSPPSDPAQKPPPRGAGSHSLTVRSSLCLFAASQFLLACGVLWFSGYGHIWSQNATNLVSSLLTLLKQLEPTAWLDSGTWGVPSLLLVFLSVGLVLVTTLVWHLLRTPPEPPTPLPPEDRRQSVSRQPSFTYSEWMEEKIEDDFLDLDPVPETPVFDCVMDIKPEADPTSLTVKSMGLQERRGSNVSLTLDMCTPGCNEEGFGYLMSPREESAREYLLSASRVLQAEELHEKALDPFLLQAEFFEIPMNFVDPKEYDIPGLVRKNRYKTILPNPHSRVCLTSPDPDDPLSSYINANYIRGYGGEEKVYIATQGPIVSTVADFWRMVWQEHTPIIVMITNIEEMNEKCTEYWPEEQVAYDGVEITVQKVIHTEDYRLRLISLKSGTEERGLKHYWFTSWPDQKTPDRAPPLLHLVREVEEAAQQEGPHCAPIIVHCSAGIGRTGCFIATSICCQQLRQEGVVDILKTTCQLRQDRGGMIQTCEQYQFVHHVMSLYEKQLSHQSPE
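Material: STEP (striatal-enriched tyrosine phosphatase) enzyme, cell-free | Medium: 50 mM Bis-Tris pH 6.0 with 2.5 mM DTT and 0.005% Tween 20 | Read-out: Percent inhibition scaled to no-enzyme and uninhibited-enzyme controls, plate-pattern corrected | Signal: Fluorescence read at 480 nm ex / 540 nm em | Times: 20 min reaction, room temperature, in the dark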
Rpn11 block: Rpn11 (PSMD14) deubiquitinase inhibitors, primary screen, biochemical, fluorescence polarization, uHTS. human 26S proteasome, Ub4-pepOG fluorescence polarization; 20S core pre-blocked with epoxomicin. 360,000 compounds, 0.59% hits. calls only at 20 µM. 26S proteasome non-ATPase regulatory subunit 14 (Homo sapiens), O00487;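 active = inhibition at 20 µM, scaled to each plate's controls, above about 33%, limit read from the data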
DNMT1 block: human DNMT1 methyltransferase inhibitors, primary screen, biochemical, molecular beacon, fluorescence, HinP1I cleavage, uHTS; inhibition (reported as % activation of signal), % at 10 µM; 360,000 compounds, 0.83% hits; DNA (cytosine-5)-methyltransferase 1 (Homo sapiens), P26358; AID 588458, 2011; in the data active = inhibition above about 50%
NadD inh: inhibitors of S. aureus NadD, primary screen, biochemical, colorimetric, uHTS; purified NadD enzyme, colorimetric absorbance read-out; inhibition, % at 20 µM; 360,000 compounds, 0.78% hits; AID 602399, 2012; in the data active = inhibition above about 26%; also: some compounds past the cut are filed as inactive
Numbers without * were called inactive; i = inactive; . = not tested or not shown.

SMILES | Scp-1 inhibitor | MsrA inh | CSN deneddyl inh | SUMO1-SIM PPI | TbMetRS inhib | LMPTP inh | STEP block | Rpn11 block | DNMT1 block | NadD inh
O=[N+]([O-])c1ccc(O)c(C=NNc2ccc(S(=O)(=O)O)cc2)c1 | 42 | 5.3* | 2 | -1 | -0.1 | -0.4 | 14 | i | 46 | -2
O=C(CCC(=O)N1CCN(c2ccccc2F)CC1)c1ccc(Cl)s1 | -5 | 0.5 | -4 | -7 | -0.5 | 1.2 | 3 | i | -2 | -6
COc1ccc(N2CC(C(=O)Nc3ccc(S(=O)(=O)N4CCCC4)cc3)CC2=O)cc1 (configuration not stated) | 54* | -0.5 | -3 | 1 | -0.8 | -0.4 | -1 | i | -5 | -3
C/C(=N/Nc1ccc([N+](=O)[O-])cc1)c1c[nH]c2ccccc12 | -5 | 0.7 | 43* | -39 | 0.7 | 11 | -2 | . | -17 | -1
Cc1ccc(S(=O)(=O)Nc2nc3ccc(N)cc3s2)cc1 | 1 | 3.0 | 7 | 3 | 0.4 | -0.1 | 1 | i | -7 | -2
O=C1CN(S(=O)(=O)c2ccccc2Cl)CCN1 | -5 | -2.1 | -4 | -2 | 0.0 | -1.4 | -1 | i | 1 | -4
CCc1nnc(NS(=O)(=O)c2ccc(N3C(=O)C4CC=C(Cl)CC4C3=O)cc2)s1 (configuration not stated) | 10 | 0.2 | 2 | 5 | 0.6 | -1.9 | 0 | i | 3 | 3
CC(C)N(Cc1ccccc1)C(=O)Cn1c(=O)cnc2ccccc21 | -4 | -1.0 | 2 | -11 | 0.5 | -0.5 | 9 | i | 0 | -2
Cc1ccc(C(=O)Nc2ccncc2)cc1S(=O)(=O)N1CCCCC1 | . | 0.0 | 5 | -43 | -0.3 | -7.2 | -2 | i | -6 | 3
O=C(NC1(C(F)(F)F)N=C(c2ccccc2)NC1=O)c1ccccc1F (configuration not stated) | -8 | -0.5 | -14 | 1 | 0.1 | -0.6 | -1 | i | 1 | -5
NC(=O)C1CCN(C(=S)NCc2ccc3c(c2)OCO3)CC1 | -6 | -1.1 | 8 | 3 | -0.1 | -1.4 | 12 | i | 0 | -2
Cc1noc(/C=C/N(C)C)c1S(=O)(=O)N1CCCC(C(=O)NCc2cccs2)C1 (configuration not stated) | -6 | 0.6 | 1 | 2 | 0.5 | -0.8 | -2 | i | 3 | -3
CCOC(=O)CC(NC(=O)c1cc2cccc(OC)c2oc1=O)c1cccc([N+](=O)[O-])c1 (configuration not stated) | -9 | 0.0 | -3 | -10 | 0.1 | 3.0 | 4 | i | 2 | -2
OC(COc1ccc(Cl)cc1)CN1CCN(c2ccccn2)CC1 (configuration not stated) | -10 | 0.2 | -3 | 0 | 0.5 | -0.5 | -1 | i | 0 | 2
CCC1CCCCN1C(=O)/C=C/c1ccc2c(c1)OCO2 (configuration not stated) | -8 | 3.1 | -3 | -2 | -0.3 | -0.1 | 1 | i | 2 | 10
COC(=O)CCc1sc(NC2CCCCC2)nc1-c1ccc(OC)cc1 | 0 | 1.4 | -3 | 0 | -0.3 | 1.0 | 4 | i | -1 | -6
CC(C)C(=O)NC(NCC1CCCO1)C(Cl)(Cl)Cl (configuration not stated) | 0 | -0.3 | 5 | 1 | 0.2 | 0.1 | -2 | i | 0 | -1
CN(C1CCCCC1)S(=O)(=O)c1ccc(Cl)c(C(=O)O)c1 | -4 | 0.0 | -1 | 1 | -0.1 | 0.2 | -1 | i | 3 | -2
CCNc1nc(SCCOc2ccc(Br)cc2)nc(N(C)C)n1 | 9 | 0.6 | -3 | 2 | -0.2 | 2.7 | 0 | i | -6 | 0
CC(C)(C)n1ncc2c(=O)n(CC(=O)NC3CCCCC3)cnc21 | 8 | -0.2 | 0 | -1 | -0.5 | -1.9 | -2 | i | -1 | 2
O=C(NCCNC(=O)c1ccccn1)c1cccc(F)c1 | -3 | -0.5 | -6 | 6 | -0.2 | -0.5 | 0 | i | 0 | 5
CCc1ccc(CNC(=O)Cc2ccc(NC(=O)C3=C(C)OCCS3)cc2)cc1 | 85* | 0.2 | 9 | 2 | -0.4 | 6.1 | 2 | i | 48 | 1
COc1cc(/C=C/C(=O)OCC(=O)NC2CCS(=O)(=O)C2)ccc1OC(F)F (configuration not stated) | -6 | 1.0 | 1 | -5 | 0.0 | -0.7 | -3 | i | 1 | -1
COC(=O)c1cc(-c2cccs2)nn1-c1ccccc1 | -2 | -0.4 | -1 | 3 | -0.7 | -1.5 | 2 | i | 1 | -4
O=C1CN(C(=O)N[C@@H](Cc2ccccc2)C(=O)N[C@H](Cc2ccccc2)C(=O)O)c2ccccc2N1 | 10 | -0.2 | -1 | 3 | 1.0 | -1.7 | -2 | i | 3 | 3

The last three compounds of the section before come first, to join the parts:
SMILES | Scp-1 inhibitor | MsrA inh | CSN deneddyl inh | SUMO1-SIM PPI | TbMetRS inhib | LMPTP inh | STEP block | Rpn11 block | DNMT1 block | NadD inh
COc1cc(/C=C/C(=O)OCC(=O)NC2CCS(=O)(=O)C2)ccc1OC(F)F (configuration not stated) | -6 | 1.0 | 1 | -5 | 0.0 | -0.7 | -3 | i | 1 | -1
COC(=O)c1cc(-c2cccs2)nn1-c1ccccc1 | -2 | -0.4 | -1 | 3 | -0.7 | -1.5 | 2 | i | 1 | -4
O=C1CN(C(=O)N[C@@H](Cc2ccccc2)C(=O)N[C@H](Cc2ccccc2)C(=O)O)c2ccccc2N1 | 10 | -0.2 | -1 | 3 | 1.0 | -1.7 | -2 | i | 3 | 3
COc1ccc(/C=C/C(=O)Nc2cccc(F)c2)cc1S(=O)(=O)N1CCOCC1 | -17 | 1.7 | 2 | -6 | -0.7 | -1.8 | -4 | i | -9 | -10
CCOC(=O)c1c(C)nn(-c2ccc(NC(=O)/C=C/C(=O)O)cc2)c1C | 2 | 0.3 | 0 | 7 | -0.1 | -0.7 | 3 | i | 1 | -2
Cc1ccc(NC(=O)COC(=O)c2cccnc2Cl)cc1S(=O)(=O)N1CCOCC1 | -7 | -0.5 | 1 | -3 | -0.5 | 0.1 | 0 | i | 1 | -8
COc1ccc(C2(CNC(=O)c3ccco3)CCOCC2)cc1 | -8 | -0.1 | 1 | 1 | 0.4 | -2.1 | 1 | i | 0 | -1
O=C(c1cc(-c2ccccc2)nn1CC1CC(c2cccnc2)=NO1)N1CCOCC1 (configuration not stated) | -8 | -1.2 | 1 | -5 | -0.2 | -1.8 | -3 | i | 3 | -7
N=C1C(c2ccccc2)=C(O)CN1c1cccc(O)c1 | -3 | 1.4 | -7 | 1 | 0.1 | -0.4 | 3 | i | 1 | 0
Nc1cc(C(=O)O)ccc1Sc1ccccc1C(=O)O | -1 | 0.1 | -5 | 6 | 0.1 | 0.1 | 10 | i | 2 | -4
CN1CCN(C(=O)c2cc3c(c(-c4cccc(Br)c4)n2)[C@@H](CCO)N(S(=O)C(C)(C)C)C3)CC1 (some centres not stated) | . | -0.9 | -2 | 1 | -0.1 | -1.1 | -4 | i | -7 | -3
CC(=O)c1sc2ccccc2c1OC(=O)c1ccco1 | -7 | 0.4 | 1 | -8 | -0.2 | -1.2 | -2 | i | 5 | -7
Cc1cc(NC(=O)CCCS(=O)(=O)c2nc(-c3cccs3)cc(C(F)(F)F)n2)no1 | -4 | 1.5 | 4 | -4 | -0.9 | -1.7 | -3 | i | 5 | 7
Cc1ccc2ccccc2c1NC(=O)Cn1nnc(-c2cccnc2)n1 | 1 | 2.0 | -9 | -8 | -0.6 | 1.4 | -1 | i | -10 | 1
Cc1c(C(=O)OCc2ccc(F)cc2)sc2nc3n(c(=O)c12)CCC3 | -3 | 0.5 | 4 | 5 | -0.3 | 0.7 | 1 | i | 1 | -11
Cc1cc(OCC(=O)OCC(=O)N2CC(C)CC(C)C2)ccc1Cl (configuration not stated) | -3 | -0.1 | -3 | 1 | 0.1 | 0.5 | 2 | i | -5 | -2
S=C(NCc1ccc(Cl)cc1)N1CCN(c2ccccn2)CC1 | -2 | -0.1 | -3 | -3 | -0.9 | 1.4 | 3 | i | 6 | -2
O=C(COC(=O)c1cccnc1Cl)Nc1ccccc1OC(F)F | -7 | 0.4 | -4 | 1 | -0.5 | -1.1 | 0 | i | 2 | -4
CCN1CCN(C(=O)c2cc3c(OC)c(OC)c(OC)cc3[nH]2)CC1 | -7 | 0.1 | -5 | 0 | 0.1 | -1.3 | 1 | i | -1 | 0
CCCn1cnc2c(c1=O)c1nc3ccccc3nc1n2CCc1ccccc1 | 0 | -0.3 | 2 | -11 | 1.6 | -1.8 | -1 | i | -1 | 5
CCOC(=O)c1c(C)c(C(=O)NCc2ccccn2)c(C)n1CC | -5 | . | -4 | 1 | -0.7 | 0.1 | -1 | i | 0 | -4
CCN(CC(=O)N1CCN(Cc2ccccc2)CC1)S(=O)(=O)c1ccccc1 | -8 | 0.8 | 4 | -2 | 0.0 | -1.1 | -2 | i | 0 | -1
COc1ccc(-n2c(C)nn(C)c2=O)c(OC)c1 | -13 | 0.6 | 7 | 2 | -0.4 | -1.0 | -1 | i | 1 | 3
NC(=O)NCCCC(=O)OCC(=O)c1ccc2ccccc2c1 | -2 | -0.4 | -6 | -14 | 1.2 | 2.2 | 2 | i | -12 | -1

Entries listed above marked active in CSN deneddyl inh:
SMILES | Scp-1 inhibitor | MsrA inh | CSN deneddyl inh | SUMO1-SIM PPI | TbMetRS inhib | LMPTP inh | STEP block | Rpn11 block | DNMT1 block | NadD inh
C/C(=N/Nc1ccc([N+](=O)[O-])cc1)c1c[nH]c2ccccc12 | -5 | 0.7 | 43* | -39 | 0.7 | 11 | -2 | . | -17 | -1

Assay outcomes (PubChem)
